CHT allo act: allosteric activators of human choline transporter CHT; B-score at 10 µM; CHT-expressing cells, membrane potential dye, choline EC20; hits give high values; LV-AA mutant CHT in HEK293 cells; 0.49% of 310,000 active; AID 488977;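 active = initial fluorescence not abnormally high and integrated response B-score, plate-corrected, over 3 SD above library mean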
Target sequence (Q9GZV3 whole entry, looked up): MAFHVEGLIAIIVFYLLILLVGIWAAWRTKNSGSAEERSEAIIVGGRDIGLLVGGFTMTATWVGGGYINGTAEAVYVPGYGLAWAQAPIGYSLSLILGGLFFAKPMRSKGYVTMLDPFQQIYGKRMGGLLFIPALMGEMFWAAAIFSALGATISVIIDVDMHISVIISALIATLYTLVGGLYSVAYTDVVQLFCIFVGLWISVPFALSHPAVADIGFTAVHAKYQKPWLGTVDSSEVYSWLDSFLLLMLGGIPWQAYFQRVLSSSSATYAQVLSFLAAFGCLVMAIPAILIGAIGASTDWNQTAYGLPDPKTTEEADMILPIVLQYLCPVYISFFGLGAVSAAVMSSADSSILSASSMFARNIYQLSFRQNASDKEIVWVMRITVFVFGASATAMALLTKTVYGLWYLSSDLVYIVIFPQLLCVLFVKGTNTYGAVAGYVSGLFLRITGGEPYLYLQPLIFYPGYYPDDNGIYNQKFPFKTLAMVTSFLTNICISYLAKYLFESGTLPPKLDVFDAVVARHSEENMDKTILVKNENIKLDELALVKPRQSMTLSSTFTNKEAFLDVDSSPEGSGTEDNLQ
CHT inh: inhibitors of human choline transporter CHT. AID 488975. B-score at 10 µM. 0.86% of 310,000 active. CHT-expressing cells, membrane potential dye, choline response; hits give low values;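 active = B-score over 3 SD under the library average, and starting fluorescence ratio not unusually high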;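 note: choline stimulus applied at its EC90 after an EC20 pre-addition; B-score computed on integrated fluorescence ratio after choline addition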
An asterisk follows results filed as active; i = inactive.

SMILES	CHT allo act	CHT inh
CCOC(=O)c1cc(-c2ccccc2)sc1NC(=O)C(C)Sc1nnnn1C (stereo not given)	i	i
COc1ccc(NC(=O)CC(C)NCCCN2CCCC2=O)cc1 (stereo not given)	i	i
Cc1ccccc1NS(=O)(=O)c1ccc(C(=O)NCC(c2ccco2)N(C)C)cc1 (stereo not given)	i	i
CC1(C)CC(=O)c2c(nc(SCC(=O)Nc3nsc(-c4ccccc4)n3)c(C#N)c2-c2ccccc2)C1	i	i
COc1ccccc1NC(=O)C(C)OC(=O)C1CCC(C(C)(C)C)CC1 (stereo not given)	i	i
CCCC[N+](CC#Cc1ccccc1)(CCCC)CCCS(=O)(=O)[O-]	i	i
COc1ccc(OCC(=O)NCCc2ccc(S(N)(=O)=O)cc2)cc1	i	i
CCOC(=O)CSc1nc(C(C)C)nc2ccccc12	i	i
ON1C2CCCCC2N(O)C1c1c(F)c(F)c(F)c(F)c1F (stereo not given)	i	i
O=C(Nc1ccc(F)cc1Cl)c1ccc2c(=O)n3c(nc2c1)CCC3	i	i
CCc1ccc(C(C)NC(=S)NCc2ccc(F)cc2)cc1 (stereo not given)	i	i
CCOc1ccc2nc(C)cc(C(=O)O)c2c1	i	i
O=C(Nc1cc(C(F)(F)F)ccc1N1CCOCC1)c1c(F)c(F)c(F)c(F)c1F	i	i
CCC(C)C1Nc2ccc(C(=O)NCc3ccc4c(c3)OCO4)cc2NC1=O (stereo not given)	i	i
O=C(c1ccccc1F)N(Cc1ccccc1)C1CCS(=O)(=O)C1 (stereo not given)	i	i
Cc1cc(C)c(Cn2c3ccccc3c3cnn(CC(=O)NCc4ccccn4)c(=O)c32)c(C)c1	i	i
COC(=O)c1ccccc1NC(=O)CN(C1CCCCC1)S(C)(=O)=O	i	i
O=C(CNC(=O)N1CC(=O)Nc2ccccc21)NCCc1ccc(Cl)cc1	i	i
COc1ccc(C)cc1NC(=O)COC(=O)Cc1ccc(-c2ccccc2)cc1	i	i
COc1ccc(OC)c(S(=O)(=O)N2CCCC(C(=O)NCCc3ccccc3)C2)c1 (stereo not given)	i	i
Cc1noc(C)c1COC(=O)C1COc2ccccc2O1 (stereo not given)	i	i
Cc1ccc(CNS(=O)(=O)c2ccc3c(c2)CCN3C(=O)C2CCC2)cc1	i	i
COc1ccc(CCNC(=O)c2cc3c(F)cccc3s2)cc1OC	i	i
Cc1cc(Cl)c(S(=O)(=O)NCc2cccnc2)cc1OCC(=O)NC1CCCCC1	i	i
COc1cccc(CNCCNC(=O)c2ccco2)c1OC	i	i

Arranged by SMILES length (rising): part of the list above
SMILES	CHT allo act	CHT inh
CCOc1ccc2nc(C)cc(C(=O)O)c2c1	i	i
COc1cccc(CNCCNC(=O)c2ccco2)c1OC	i	i
Cc1noc(C)c1COC(=O)C1COc2ccccc2O1 (stereo not given)	i	i
CCc1ccc(C(C)NC(=S)NCc2ccc(F)cc2)cc1 (stereo not given)	i	i
COc1ccc(NC(=O)CC(C)NCCCN2CCCC2=O)cc1 (stereo not given)	i	i
ON1C2CCCCC2N(O)C1c1c(F)c(F)c(F)c(F)c1F (stereo not given)	i	i
O=C(c1ccccc1F)N(Cc1ccccc1)C1CCS(=O)(=O)C1 (stereo not given)	i	i
COc1ccc(OCC(=O)NCCc2ccc(S(N)(=O)=O)cc2)cc1	i	i
COC(=O)c1ccccc1NC(=O)CN(C1CCCCC1)S(C)(=O)=O	i	i
COc1ccccc1NC(=O)C(C)OC(=O)C1CCC(C(C)(C)C)CC1 (stereo not given)	i	i
O=C(CNC(=O)N1CC(=O)Nc2ccccc21)NCCc1ccc(Cl)cc1	i	i
COc1ccc(C)cc1NC(=O)COC(=O)Cc1ccc(-c2ccccc2)cc1	i	i
Cc1ccc(CNS(=O)(=O)c2ccc3c(c2)CCN3C(=O)C2CCC2)cc1	i	i
Cc1cc(Cl)c(S(=O)(=O)NCc2cccnc2)cc1OCC(=O)NC1CCCCC1	i	i
Cc1ccccc1NS(=O)(=O)c1ccc(C(=O)NCC(c2ccco2)N(C)C)cc1 (stereo not given)	i	i
O=C(Nc1cc(C(F)(F)F)ccc1N1CCOCC1)c1c(F)c(F)c(F)c(F)c1F	i	i
CC1(C)CC(=O)c2c(nc(SCC(=O)Nc3nsc(-c4ccccc4)n3)c(C#N)c2-c2ccccc2)C1	i	i

(further entries)
SMILES	CHT allo act	CHT inh
Cc1cc(NC(=O)c2sccc2C)n(-c2nc3ccccc3[nH]2)n1	i	i
COc1ccccc1CNC(=O)CCc1cn(C)c2ccccc12	i	i
Cc1cc(C(=O)COC(=O)c2ccc[nH]c2=O)c(C)n1C	i	i
Cc1cccc(C(C#N)c2nc3ccccc3nc2C(F)(F)F)c1 (stereo not given)	i	i
CCOC(=O)N1CCN(C(=O)c2cc3c(s2)-c2c(C)cccc2OC3)CC1	i	i
Cc1cc(-c2ccccc2)nc(N/N=C/c2ccccc2F)n1	i	i
COc1cccc(OCc2cc(C(=O)NCC3CCCCC3)no2)c1	i	i
O=S(=O)(NCc1ccccn1)c1cc(C(F)(F)F)ccc1Cl	i	i
C/C(=N/NC(=O)c1ccncc1)c1ccc(NC(=O)c2ccccc2)cc1	i	i
O=C(Nc1ccc(F)c(Cl)c1)c1cccnc1	i	-6.1*
Cc1cc(NC(=O)CSc2nnc(C)n2-c2ccccc2)no1	i	i
CC(=O)n1cc([C@H]2C=C(C(=O)NCc3ccccc3)O[C@@H](OCCCCO)C2)c2ccccc21	i	i
Cc1ccccc1NC(=O)CCc1c(C)nn(-c2ccc(N3CCCCC3)nn2)c1C	i	i
O=C(CN1C(=O)C2CC=CCC2C1=O)Nc1cc(C(F)(F)F)ccc1N1CCCC1 (stereo not given)	i	i
CCN(CC)CC(=O)Nc1c(C)cccc1C	i	i
CN1C(=O)C(C)(C)c2cc(S(=O)(=O)N3CCC(C(=O)NCc4ccc(F)cc4)CC3)ccc21	i	i
COc1ccc(C2C(C(=O)N3CCN(c4ccc(OC)cc4)CC3)c3ccccc3C(=O)N2C)cc1 (stereo not given)	i	i
COc1cc(/C=N/Nc2ccc3ccccc3c2)ccc1OC(=O)c1ccco1	i	i
COC(=O)c1ccc(C)c(NC(=O)c2ccc(CN3CCc4ccccc4C3)cc2)c1	i	i
Cn1c(C(=O)N2CCCC(C(=O)NCCN3CCOCC3)C2)cc2sccc21 (stereo not given)	i	i
CCC(C(=O)OC)n1cnc2c(nnn2-c2ccc(C)cc2)c1=O (stereo not given)	i	i
CCOc1ccccc1NC(=S)NCc1ccccc1	i	i
CCCC1=Nc2cc(C(=O)NCCCN3CCN(C)CC3)ccc2Sc2ccccc21	i	i
Cc1ccc(C(=O)N2CCN(c3ncnc4c(C)csc34)CC2)cc1	i	i
CC1C(=O)N(Cc2cccc(F)c2)c2ccccc2N1C(=O)c1ccccc1 (stereo not given)	i	i
SMILES	CHT allo act	CHT inh
Cc1c(Nc2nc3ccccc3nc2NS(=O)(=O)c2cccc(Cl)c2)c(=O)n(-c2ccccc2)n1C	i	i
Cc1cnc(C(=O)NC2CCSc3ccccc32)cn1 (stereo not given)	i	i
COc1cccc(C(=O)COC(=O)C2CC3CCCC(C2)C3=O)c1 (stereo not given)	i	i
Cc1sc2nc(C(C)C)nc(SCC(=O)NCc3ccco3)c2c1C	i	i
CC(C(=O)N(C)C1CCS(=O)(=O)C1)N1C(=O)/C(=C/c2ccco2)SC1=S (stereo not given)	i	i
Cc1sc2ncn3ncnc3c2c1C	i	i
CCCn1c(-c2ccc[nH]c2=O)nc2ccccc21	i	i
C/C(=N\NC(=O)Cc1cccn1C)c1cccs1	i	i
O=C(NCc1ccco1)c1cc(-c2ccccn2)nc2ccccc12	i	i
CCOc1ccccc1N(C(=O)c1snc(C(N)=O)c1N)C(C(=O)NCCC(C)C)c1ccco1 (stereo not given)	i	i
Cc1oc2nc(SCC(=O)NC3CCCCC3)nc(N)c2c1C	i	i
COC(=O)[C@H](Cc1ccccc1)NC(=O)NCCc1ccc(OC)cc1	i	i
CCCSc1nc2c(c(=O)[nH]c(=O)n2C)n1C	i	i
CC(C)Cn1c(N)c(C(=O)COC(=O)c2ccncc2)c(=O)n(C)c1=O	i	i
COc1ccc(N2CCN(C(=O)c3ccccc3Br)CC2)c([N+](=O)[O-])c1	i	i
O=C(O)CCC(=O)Nc1nc2nccc(-c3ccccc3)n2n1	i	i
Cc1ccc(S(=O)(=O)Nc2ccccc2C(N)=O)cc1	i	i
O=C(N/N=C/c1ccc(Br)cc1)c1cc[n+](Cc2ccccc2)cc1	i	i
O=C(O)c1cc(-c2ccccc2)nc2nc(N3CCCCC3)sc12	i	i
CCC1(C)Cc2c(sc3nc(SC)[nH]c(=O)c23)CO1 (stereo not given)	i	i
COc1ccc(CN(Cc2cccnc2)S(=O)(=O)c2ccc(-n3cnnn3)c(OC)c2)cc1	i	i
COC(=O)c1nn(-c2ccccc2)c(Sc2ccc(Cl)cc2)c1/C=N/O	i	i
CCN(CC)CCCNC(=O)Cn1ncn2cccc2c1=O	i	i
O=[N+]([O-])c1ccc(Cl)c(/C=N/n2c(-c3ccncc3)n[nH]c2=S)c1	i	i
O=C(c1ccc(S(=O)(=O)N2CCCCC2)cc1)N1CCCc2ccccc21	i	i
SMILES	CHT allo act	CHT inh
COc1ccc(N2CCN(S(=O)(=O)c3c(C)[nH]c(C)c3C(=O)N3CCCCC3)CC2)cc1	i	i
COc1ccc(S(=O)(=O)NCc2cccnc2)cc1NC(=O)c1ccc(C)cc1	i	i
CCCn1c(=O)c(C(=O)NCCc2ccc(Cl)cc2)c(O)c2ccccc21	i	i
COc1ccc(CCC(=O)NCCS(=O)(=O)N2CCN(c3ccccc3)CC2)cc1	i	i
Cc1nc2nc(SCc3ccc([N+](=O)[O-])cc3)[nH]c2cc1Br	i	i
O=C(N/N=C/c1ccc(O)cc1)/C(=C/c1ccccc1)CCO	i	i
NC(=O)C1(C(N)=O)OC1c1ccccc1 (stereo not given)	i	i
COc1ccc2cc(C#N)c(Cl)nc2c1	i	i
Cc1cc(C(=O)CSc2nnc(-c3ccco3)o2)c(C)n1Cc1ccco1	i	i
CC(C)C(NS(=O)(=O)c1cccs1)C(=O)N(C)Cc1ccccc1 (stereo not given)	i	i
Cc1ccc(N(C)S(=O)(=O)c2ccc3c(c2)CC(C)N3C(=O)C2CC2)cc1 (stereo not given)	i	i
Cc1cc(C)nc(Nc2ccccc2Br)n1	i	i
O=C(c1ccc(Br)cc1)N1CCN(c2ncccn2)CC1	i	i
CC(=O)NS(=O)(=O)c1ccc(NC(=O)c2ccc(-n3nc(C)cc3C)cc2)cc1	i	i
COc1ccc(CCN=C(NS(=O)(=O)c2ccc(Cl)cc2)c2ccccc2)cc1	i	i
CN(C)CCN(C(=O)/C=C/c1cccs1)c1nc2ccc(Br)cc2s1	i	i
Cc1cc(C)nc(N2CCCC(C(=O)Nc3nc4ccc(S(C)(=O)=O)cc4s3)C2)n1 (stereo not given)	i	i
N=c1c2ccccc2nnn1-c1cccc(C(F)(F)F)c1	i	i
O=C(COc1ccccc1F)N1CCc2ccccc2C1	i	i
CC(=O)c1ccc(S(=O)(=O)NCCC(=O)OCC(=O)N2CCCC2=O)cc1	i	i
CN(CC(O)COc1ccc2ccccc2c1)C1CCCCC1 (stereo not given)	i	i
CC(=O)NC(c1ccc([N+](=O)[O-])cc1)c1c(O)ccc2ccccc12 (stereo not given)	i	i
Cc1nc(NC(=O)/C=C/c2ccccc2)sc1C(=O)Nc1cccc(Cl)c1	i	i
COC(=O)C1=C(C)N(c2cc(C)cc(C)c2)/C(=C/c2ccco2)C1=O	i	i
Cn1c(N)c(C(=O)COC(=O)c2ccc(Cl)nc2)c(=O)n(C)c1=O	7.5*	i
SMILES	CHT allo act	CHT inh
O=C(c1ccc(F)cc1)N1CCN(c2ncccn2)CC1	i	i
COc1ccc(NC(=O)c2ccc3[nH]c(C)c(C)c3c2)c(OC)c1	i	i
COc1ccc(NC(=O)CSCC(=O)Nc2cccc(S(=O)(=O)N3CCCCCC3)c2)cc1	i	i
COc1ccc(NC(=O)CSc2nnc(-c3ccccc3C)n2C)cc1	i	i
Cn1c(SCC(=O)c2ccccc2)nnc1C1CC1	i	i
O=[N+]([O-])c1cc(-c2csc(NCCc3nc4cc(C(F)(F)F)ccc4n3CCCO)n2)ccc1Cl	i	i
CCN(CC(=O)NCc1cccs1)S(=O)(=O)c1cccc(C(C)=O)c1	i	i
Cc1ccc(C)c(N2CCN(C(=O)Cn3ncc4c([nH]c5ccc(C)cc54)c3=O)CC2)c1	i	i
COc1cccc(NC(=O)C(=O)NCC(c2ccco2)N2CCc3ccccc3C2)c1 (stereo not given)	i	i
CCC(C)(C)NC(=O)C(c1ccc(C)o1)N(Cc1cccs1)C(=O)Cn1nnc2ccccc21 (stereo not given)	i	i
CC1CCN(c2ccccc2NC(=O)c2cc3ccccc3o2)CC1	i	i
COc1cc(C(=O)Nc2sc(C(=O)N3CCOCC3)c(C)c2C#N)cc(OC)c1OC	i	i
O=C(O)/C=C/c1ccc(O)c(O)c1	i	i
COc1ccc(C(=O)Nc2ccc3oc(-c4cccnc4)nc3c2)cc1OC	i	i
O=C(Nc1nc2ccccc2[nH]1)C1CC(=O)N(c2ccc3c(c2)OCCO3)C1 (stereo not given)	i	i
CCN1C(=O)c2cccc3c(NC(=O)c4ccc(OC)c(OC)c4)ccc1c23	i	i
CC1Cc2ccccc2N1C(=O)CCS(=O)(=O)c1cccs1 (stereo not given)	i	i
COc1ccc2nc(NC(=O)CCc3ccc(OC)c(OC)c3)sc2c1	i	i
CC(C)C(=O)Nc1ccccc1C(=O)OCC(=O)c1ccc2c(c1)OCCO2	i	i
Cc1ccc(NC(=O)COc2ccc(C(=O)c3ccccc3)cc2)c(O)c1	i	i
CCCCc1nnc(NC(=O)CSc2nc(N)cc(=O)[nH]2)s1	i	i
CCOC(=O)c1cc(CC)sc1NC(=O)Cc1ccsc1	i	i
O=C1CSC(c2cccc([N+](=O)[O-])c2)N1c1ccc(O)cc1 (stereo not given)	i	i
CN1CCCC1CCNc1ccc2oc3ccccc3c(=O)c2c1 (stereo not given)	i	i
CCOC(=O)C1CCN(C(=O)CCCN2C(=O)c3ccccc3C2=O)CC1	i	i
Cc1ccc(SCCC(=O)Nc2cccc(N(C)S(C)(=O)=O)c2)cc1	i	i

High-throughput results deposited in PubChem by Johns Hopkins Ion Channel Center.
